Bioassay records as filed in PubChem BioAssay.
ASK1 inh – human ASK1 kinase inhibition, primary screen | AlphaScreen MKK6 phosphorylation by ASK1, luminescence | inhibition, % at 7.44 µM | 0.99% of 22,000 active | AID 1159602; in the data active means inhibition above about 35%;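 further: 0% = median of compound wells and 100% = no enzyme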
Target sequence (Q99683 whole entry, looked up): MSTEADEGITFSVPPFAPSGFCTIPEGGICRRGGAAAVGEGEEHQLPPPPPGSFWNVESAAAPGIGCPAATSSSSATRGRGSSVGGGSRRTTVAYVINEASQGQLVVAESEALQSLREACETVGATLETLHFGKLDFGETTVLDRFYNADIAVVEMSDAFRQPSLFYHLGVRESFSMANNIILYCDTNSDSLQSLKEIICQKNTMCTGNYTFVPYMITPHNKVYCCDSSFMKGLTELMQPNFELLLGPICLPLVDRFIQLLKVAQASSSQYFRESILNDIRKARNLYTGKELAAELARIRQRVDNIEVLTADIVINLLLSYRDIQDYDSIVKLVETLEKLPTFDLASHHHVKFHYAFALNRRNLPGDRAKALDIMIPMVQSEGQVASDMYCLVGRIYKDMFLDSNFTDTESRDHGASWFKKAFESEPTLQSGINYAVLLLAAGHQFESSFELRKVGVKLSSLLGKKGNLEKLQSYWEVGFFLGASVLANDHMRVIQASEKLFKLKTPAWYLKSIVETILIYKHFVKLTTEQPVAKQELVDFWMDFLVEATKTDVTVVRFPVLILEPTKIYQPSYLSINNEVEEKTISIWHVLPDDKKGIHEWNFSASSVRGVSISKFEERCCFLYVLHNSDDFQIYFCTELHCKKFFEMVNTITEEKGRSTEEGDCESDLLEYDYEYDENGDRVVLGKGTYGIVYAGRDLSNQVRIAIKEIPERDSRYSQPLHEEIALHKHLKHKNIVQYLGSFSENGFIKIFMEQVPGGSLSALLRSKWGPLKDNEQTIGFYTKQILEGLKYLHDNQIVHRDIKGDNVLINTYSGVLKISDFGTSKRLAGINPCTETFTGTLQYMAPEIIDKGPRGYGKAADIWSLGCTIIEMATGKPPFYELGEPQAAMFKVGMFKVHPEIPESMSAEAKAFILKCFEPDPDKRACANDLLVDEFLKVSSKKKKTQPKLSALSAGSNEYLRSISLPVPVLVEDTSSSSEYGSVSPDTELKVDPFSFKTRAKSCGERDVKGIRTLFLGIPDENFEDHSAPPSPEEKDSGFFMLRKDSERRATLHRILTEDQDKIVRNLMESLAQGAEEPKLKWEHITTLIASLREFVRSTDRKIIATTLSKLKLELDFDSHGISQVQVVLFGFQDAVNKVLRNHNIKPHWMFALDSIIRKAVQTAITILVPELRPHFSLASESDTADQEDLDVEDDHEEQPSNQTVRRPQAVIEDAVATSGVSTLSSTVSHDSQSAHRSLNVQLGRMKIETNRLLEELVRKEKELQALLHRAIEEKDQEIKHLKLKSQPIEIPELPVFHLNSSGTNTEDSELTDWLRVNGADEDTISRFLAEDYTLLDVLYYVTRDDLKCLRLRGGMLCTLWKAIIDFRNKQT
ULK1 primary – human ULK1 kinase inhibition, primary screen; AlphaScreen Atg13 phosphorylation by ULK1, luminescence; inhibition, % at 5.96 µM; AID 1259251; 1.9% of 30,000 active; O75385; in the data active means inhibition above about 43%;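 further: 0% = median of compound wells and 100% = no enzyme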
* marks the source's active call; other numbers are inactive results; nt = no result given. Not a hit list; overall some 2.8% were active at least once.

ASK1 inh | ULK1 primary | SMILES
-25.6 | 0.5 | Cc1noc(C)c1-c1cc(NCc2ccccc2)ncn1
7.8 | 14.3 | Cc1nn(C)c(C)c1-c1ccc(C(=O)NC2CC2)s1
-3.2 | 6.7 | O=C(NCc1cccnc1)c1csc(-c2cccs2)n1
nt | 6.2 | CCn1c(SCc2cccnc2)nc2c(c1=O)SC(C)C2 (centres undefined)
5.1 | 21.1 | O=C(NC1CC1)c1ccc(-c2nc(NCc3nc4ccccc4[nH]3)c3ncn(-c4ccsc4)c3n2)cc1
nt | -30.7 | CCOc1ccc(/C=N/Nc2cc(-c3ccccc3)nc(C)n2)c(O)c1
nt | -0.6 | Cc1ccc(-c2ccccc2NC(=O)CCl)o1
-5.1 | 30.4 | NC1CCC(C(=O)Nc2cccc3c(=O)[nH]cnc23)CC1 (centres undefined)
-3.7 | -0.1 | O=C(NC1CCN(Cc2ccccc2)CC1)c1csc(-c2ccc(N3CCOCC3)nc2)n1
nt | 7.5 | CCN(CC)CCNC(=O)c1cc(Br)c(N)cc1OC
15.1 | 13.2 | COc1cc(NC(=O)c2csc(Oc3ccccc3)n2)cc(OC)c1OC
25.9 | 3.0 | CN(C)c1cccc(Nc2ccc(N3CCC(C(=O)NCc4cccc(C(F)(F)F)c4)CC3)nn2)c1
-9.9 | -6.6 | COc1ccc(CCNc2cc(C)nc(-c3ccc(C(=O)NC4CC4)cc3)n2)cc1
-7.8 | -7.5 | c1ccc(CNc2nc(N3CCC(N4CCOCC4)CC3)nc3c2ncn3-c2ccsc2)cc1
-3.9 | -3.3 | CC(C)(C(=O)Nc1cnn(-c2cccc(C(=O)Nc3ccc(N4CCOCC4)cc3)c2)c1)c1ccccc1
1.6 | 13.8 | O=C(Nc1ccc(-c2ccnc(Nc3ccc(-n4cnc(N5CCOCC5)n4)cc3)n2)cc1)C1CC1
35.0 | 7.8 | COc1ccc(CCNc2nc(Nc3ccc(N4CCOCC4)cc3)nc3c2ncn3C2CCCCC2)cc1
-8.8 | -8.4 | COc1cccc(CN(CCN(C)C)C(=O)c2cnc3cc(-c4cn[nH]c4)ccn23)c1
-5.6 | 12.5 | c1cncc(CNc2nc(N3CCc4ccccc4C3)nc3c2ncn3C2CCCCC2)c1
nt | 1.2 | Cc1ccc(NC(=O)CCC(=O)NNC(=O)c2ccc(F)cc2)c(C)c1
9.2 | 28.5 | CC(=O)c1cccc(-c2nc(NC3CC3)c3ncn(C(C)C)c3n2)c1
nt | -0.2 | COc1ccc(N2CCN(S(=O)(=O)CCNC(=O)c3cc(Cl)ccc3OC)CC2)cc1
-5.8 | 11.6 | CN(Cc1cccc(C(=O)NCCOCCNS(=O)(=O)c2cccc3c(N(C)C)cccc23)c1)C(=O)Nc1ccc(-c2cn[nH]c2)cc1
14.4 | 4.7 | Cn1c(Nc2nc(C(=O)NCCOc3ccccc3)cs2)nc2ccccc21
-0.7 | 0.7 | COc1ccc(CCNc2cc(C)nc(N3CCC(N4CCOCC4)CC3)n2)cc1

Profiles, quoted from the list.
Cc1noc(C)c1-c1cc(NCc2ccccc2)ncn1 in the list: ASK1 inh: -25.6; ULK1 primary: 0.5
CC(=O)c1cccc(-c2nc(NC3CC3)c3ncn(C(C)C)c3n2)c1 in the list: ASK1 inh: 9.2; ULK1 primary: 28.5
O=C(NC1CCN(Cc2ccccc2)CC1)c1csc(-c2ccc(N3CCOCC3)nc2)n1 in the list: ASK1 inh: -3.7; ULK1 primary: -0.1

Back to the main list, starting 3 compounds before the break.
ASK1 inh | ULK1 primary | SMILES
-5.8 | 11.6 | CN(Cc1cccc(C(=O)NCCOCCNS(=O)(=O)c2cccc3c(N(C)C)cccc23)c1)C(=O)Nc1ccc(-c2cn[nH]c2)cc1
14.4 | 4.7 | Cn1c(Nc2nc(C(=O)NCCOc3ccccc3)cs2)nc2ccccc21
-0.7 | 0.7 | COc1ccc(CCNc2cc(C)nc(N3CCC(N4CCOCC4)CC3)n2)cc1
-7.3 | 3.4 | COC(=O)c1cccc(CN(C(=O)c2nc3ccc(-c4cn[nH]c4)cc3s2)C2CC2)c1
0.6 | -2.1 | COc1ccc(C(O)C(=O)NCc2nc(-c3ccncc3)n[nH]2)cc1 (centres undefined)
nt | -5.9 | c1ccc(C2Nc3ccccc3C3OCCCC23)cc1 (centres undefined)
15.8 | -7.2 | c1ccc(CN2CCC(Nc3nc(Nc4ccccc4)c4[nH]cnc4n3)CC2)cc1
nt | -18.9 | CCc1nn(CCCN2CCN(c3cccc(Cl)c3)CC2)c(=O)n1CCOc1ccccc1
11.9 | -10.7 | OCC1CCCN1c1nc(NC2CC2)c2ncn(C3CCCCC3)c2n1 (centres undefined)
2.0 | 0.2 | CC(C)N(CCNc1nc(-c2cccs2)nc2c1ncn2CCN1CCCC1=O)C(C)C
14.7 | 7.8 | CC(C)n1cnc2c(Nc3ccc(Oc4ccccc4)cc3)nc(Nc3cccnc3)nc21
11.0 | 17.4 | Cc1cnc(Nc2ccc(-n3ccnc3)cc2)nc1Nc1ccc(N2CCOCC2)cc1
5.5 | 79.0* | Cn1cc(-c2ccc3cnc(Nc4ccc(-n5cnc(N6CCCC(O)C6)n5)cc4)nc3c2)cn1 (centres undefined)
12.4 | 9.0 | NC(=O)c1cccc(Nc2ncc(F)c(-c3ccccc3)n2)c1
-5.1 | 12.3 | COc1ccc(-c2ncn(-c3ccc(Nc4nccc(-c5cc(F)cc(N6CCN(C(C)C)CC6)c5)n4)cc3)n2)cn1
6.4 | 9.6 | Cc1cc(NCc2ccccc2)nc(-c2ccc(N3CCN(C)CC3)cc2)n1
-1.7 | -1.8 | Clc1nc(NCCN2CCOCC2)c2ncn(C3CCCCC3)c2n1
6.5 | 8.3 | Cc1cnc(NC2CCC(O)CC2)nc1Nc1ccc2c(c1)OCO2 (centres undefined)
-11.0 | -0.2 | Cc1cccc(NC(=O)c2ccc(Cl)o2)c1N1CCC2(CC1)OCCO2
nt | 4.9 | CC(C(=O)O)c1ccc2c(c1)Cc1cccnc1O2 (centres undefined)
-1.7 | 7.3 | O=C(NCCc1ccc(O)cc1)c1cnc(N2CCCC2CO)s1 (centres undefined)
2.5 | -5.5 | O=C(NCCOc1ccccc1)c1cnc(Nc2ccc(-n3ccnc3)cc2)s1
nt | -2.6 | CN(C)CCCn1cc(-c2ccc([N+](=O)[O-])cc2)sc1=Nc1ccccc1
9.3 | -13.4 | COc1cc(NC(=O)c2cccc(-c3ccc(C(N)=O)cc3)n2)cc(OC)c1OC
nt | 9.8 | Cc1nc(NCCCN2CCOCC2)cc(-c2ccc(F)cc2)n1
-4.4 | 1.5 | COc1cc(Nc2cccc(C(=O)NC3CC3)n2)cc(OC)c1OC
7.2 | 10.7 | O=C1CCCN1CCCNc1cc(Cl)ncn1
-22.3 | -2.1 | CC(C)n1c(N2CCC(N3CCOCC3)CC2)nc2c(NCc3cccc(C(F)(F)F)c3)ncnc21

(continued)
ASK1 inh | ULK1 primary | SMILES
-13.1 | -30.2 | Cn1cc(-c2cc(Nc3ccc(-n4cnc(C(F)(F)F)n4)cc3)ncc2Cl)cn1
-11.8 | -4.3 | Cc1cc(NCCN(C(C)C)C(C)C)nc(-c2ccc(C(N)=O)cc2)n1
4.6 | 10.6 | CSc1ccc(C(=O)NCc2nc(-c3ccncc3)n[nH]2)s1
nt | -11.2 | CCOc1ccc(C(C)C)cc1S(=O)(=O)Nc1ccc(-c2ccc(OC)nn2)cc1
-21.9 | 5.0 | CCCNC(=O)c1cccc(NC2CCN(Cc3ccccc3)CC2)n1
4.8 | 3.1 | CN1CCN(C(=O)c2ccc(-c3nc(NC4CCN(Cc5ccccc5)CC4)c4ncn(Cc5ccc(C(F)(F)F)cc5)c4n3)cc2)CC1
-0.2 | 6.9 | COc1nc(Nc2ccc(N3CCOCC3)cc2)nc(-c2ccc(C(=O)N3CCN(C)CC3)cc2)n1
-0.3 | -4.2 | COc1cc(NC(=O)c2cccc(-n3cc(NC(=O)Cc4ccc(F)cc4)cn3)c2)cc(OC)c1OC
nt | -31.6 | CC1(C(=O)Nc2ccc3ccccc3c2)CC1(Br)Br (centres undefined)
9.4 | -47.8 | c1ccc(Nc2cccc(-c3ccnc(Nc4ccc(-n5cncn5)cc4)n3)c2)cc1
nt | 6.4 | O=C(O)CN1C(=O)/C(=C/c2cc([N+](=O)[O-])ccc2O)SC1=S
nt | 6.7 | COc1ccccc1N1C(=O)c2cccc3c(C(=O)O)ccc(c23)C1=O
-0.6 | -5.2 | CCCNc1nc(Nc2ccccn2)nc2c1ncn2C1CCCCC1
nt | 10.3 | Cc1cccc(NC(=O)c2cc([N+](=O)[O-])cc3c2-c2c(cc([N+](=O)[O-])cc2[N+](=O)[O-])C3=O)c1
nt | 7.3 | Cc1cc(C)cc(C(=O)Nc2ccc(-n3c(C)nc4ncccc4c3=O)cc2C)c1
2.3 | 11.3 | CC(=O)c1cccc(-c2nc(C)cc(N)n2)c1
-15.6 | -2.7 | Nc1nc(NCc2cccc(C(F)(F)F)c2)cc(N2CCOCC2)n1
-6.2 | -7.1 | O=C1CCCN1CCn1cnc2c(NCc3cccc(C(F)(F)F)c3)nc(Cl)nc21
-5.4 | -4.7 | COc1ccc(-c2cc(Nc3ccccc3)nc(N)n2)cc1
nt | -2.9 | CCCCCCN1C(=O)CSC1c1ccccc1 (centres undefined)
1.3 | 28.3 | Cc1cc(NCc2cccnc2)nc(-c2ccc(C(N)=O)cc2)n1
4.0 | 11.7 | O=C(NCCO)c1ccnc(N2CCC(N3CCOCC3)CC2)c1
3.8 | 9.1 | Cc1noc(C)c1-c1cc(C(=O)NCc2ccccc2)ccn1
35.0 | 16.0 | COc1cc(NC(=O)Cc2cn(-c3ccc(Nc4ccnn4C)nn3)c3ccccc23)cc(OC)c1OC
-9.1 | -6.8 | O=C(NC1CCN(Cc2ccccc2)CC1)c1cccc(Nc2ncccn2)c1

Seven compounds drawn at random from those above:
ASK1 inh | ULK1 primary | SMILES
nt | -5.9 | c1ccc(C2Nc3ccccc3C3OCCCC23)cc1 (centres undefined)
25.9 | 3.0 | CN(C)c1cccc(Nc2ccc(N3CCC(C(=O)NCc4cccc(C(F)(F)F)c4)CC3)nn2)c1
2.5 | -5.5 | O=C(NCCOc1ccccc1)c1cnc(Nc2ccc(-n3ccnc3)cc2)s1
11.0 | 17.4 | Cc1cnc(Nc2ccc(-n3ccnc3)cc2)nc1Nc1ccc(N2CCOCC2)cc1
5.1 | 21.1 | O=C(NC1CC1)c1ccc(-c2nc(NCc3nc4ccccc4[nH]3)c3ncn(-c4ccsc4)c3n2)cc1
-5.1 | 30.4 | NC1CCC(C(=O)Nc2cccc3c(=O)[nH]cnc23)CC1 (centres undefined)
-6.2 | -7.1 | O=C1CCCN1CCn1cnc2c(NCc3cccc(C(F)(F)F)c3)nc(Cl)nc21

(listing goes on)
ASK1 inh | ULK1 primary | SMILES
-0.8 | -8.6 | COc1ccc2c(c1)C[C@H](C(=O)Nc1ccc(-c3ccncc3)cc1O[C@H]1CCN(C)C1)CO2
-11.6 | 6.9 | O=C(NCc1cccc(NC(=O)C2CC2)c1)Nc1ccc(-c2cn[nH]c2)cc1
14.8 | -27.4 | CCNc1nc(Nc2ccc(NC(C)=O)cc2)c2ncn(Cc3ccc(C(F)(F)F)cc3)c2n1
6.0 | 1.2 | c1ccc(-n2cnc3c(NCCN4CCOCC4)nc(Nc4ccc(-n5ccnc5)cc4)nc32)cc1
nt | -8.9 | Cc1ccc(-c2cnc(N3CCC4(CC3)OCCO4)nc2)cc1
-7.1 | -12.3 | CCCNc1ccnc(N2CCc3ccccc3C2)n1
-12.1 | -3.0 | O=C(Nc1ccc2[nH]ncc2c1)[C@@H]1CCN(C(=O)[C@@H](O)COc2ccc(Br)cc2)C1
12.3 | 40.0 | CN(C)c1cccc(Nc2cc(C(=O)NCCCN3CCCC3=O)ccn2)c1
-9.2 | -12.7 | CC(CO)(C[Si](C)(C)C)C(NCc1ccccc1)c1ccccc1 (centres undefined)
17.8 | 15.6 | c1ccc(CCCCNc2nccc(Nc3ccncn3)n2)cc1
-8.7 | 4.5 | O=C(NCCCN1CCCC1=O)c1cnc(N2CCN(Cc3ccc4c(c3)OCO4)CC2)s1
9.8 | 9.8 | CN(C)c1cccc(Nc2nc(NC3CCN(Cc4ccccc4)CC3)c3ncn(-c4ccccc4)c3n2)c1
nt | -10.9 | COc1ccc(N2C(=O)CC(NC3CCCCC3C)C2=O)cc1 (centres undefined)
18.1 | 4.8 | Cc1nn(C)c(C)c1-c1cncc(C(=O)Nc2ccc(Oc3ccccc3)cc2)c1
12.6 | -19.8 | CN1CCN(C(=O)c2ccc(-c3nc(NCc4ccccc4)c4ncn(C5CCCCC5)c4n3)cc2)CC1
nt | -1.4 | CC(C)CC(N)C(=O)O (centres undefined)
-4.4 | 6.1 | CC(=O)c1cccc(-c2nc(NC3CC3)c3[nH]cnc3n2)c1

Compounds from the list above that have a furan ring, fused or not:
ASK1 inh | ULK1 primary | SMILES
nt | -0.6 | Cc1ccc(-c2ccccc2NC(=O)CCl)o1
-11.0 | -0.2 | Cc1cccc(NC(=O)c2ccc(Cl)o2)c1N1CCC2(CC1)OCCO2
